# Bioassay records deposited in PubChem BioAssay by Broad Institute.
# INS-1E GSIS act: GLuc luminescence reporter in INS-1E cells, primary screen for activators of glucose-dependent secretion of insulin. AID 743287. activation, % at 16.6 µM. INS-1E GLuc reporter insulin secretion, 2-3 h. actives 0.61% (n = 370,000);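 active = lowest replicate activation of at least 40%, so every replicate reaches that level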;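 also: 0% = median of neutral control wells and 100% = median of IBMX positive control wells; some compounds called inactive have numbers as strong as hits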
# esBAF inh: blocks esBAF chromatin remodeling in mouse ES cells; Bmi1-luciferase knock-in reporter, 24 h; 100% = twice the neutral-well signal; reporter increase, % at 12.5 µM; actives 2% (n = 350,000); in the data active = activation above about 40%;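 also: 0% = median of the plate's neutral control wells and 100% = double that signal; a rise in the Bmi1 reporter signal indicates esBAF inhibition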
# ERAP1 HTS inh: blocks human ERAP1 aminopeptidase activity | Q9NZ08 | recombinant ERAP1, Leu-AMC fluorescence, 60 min | inhibition, % at 10.7 µM | actives 0.15% (n = 340,000) | AID 652197;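 active = mean replicate inhibition of at least 30%, or all replicates individually reaching that 30% level; inactive = mean below 30% and not every replicate reaching it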;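 also: 0% = neutral control wells and 100% = L-leucinethiol positive control wells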
# Target sequence (Q9NZ08 whole entry, looked up): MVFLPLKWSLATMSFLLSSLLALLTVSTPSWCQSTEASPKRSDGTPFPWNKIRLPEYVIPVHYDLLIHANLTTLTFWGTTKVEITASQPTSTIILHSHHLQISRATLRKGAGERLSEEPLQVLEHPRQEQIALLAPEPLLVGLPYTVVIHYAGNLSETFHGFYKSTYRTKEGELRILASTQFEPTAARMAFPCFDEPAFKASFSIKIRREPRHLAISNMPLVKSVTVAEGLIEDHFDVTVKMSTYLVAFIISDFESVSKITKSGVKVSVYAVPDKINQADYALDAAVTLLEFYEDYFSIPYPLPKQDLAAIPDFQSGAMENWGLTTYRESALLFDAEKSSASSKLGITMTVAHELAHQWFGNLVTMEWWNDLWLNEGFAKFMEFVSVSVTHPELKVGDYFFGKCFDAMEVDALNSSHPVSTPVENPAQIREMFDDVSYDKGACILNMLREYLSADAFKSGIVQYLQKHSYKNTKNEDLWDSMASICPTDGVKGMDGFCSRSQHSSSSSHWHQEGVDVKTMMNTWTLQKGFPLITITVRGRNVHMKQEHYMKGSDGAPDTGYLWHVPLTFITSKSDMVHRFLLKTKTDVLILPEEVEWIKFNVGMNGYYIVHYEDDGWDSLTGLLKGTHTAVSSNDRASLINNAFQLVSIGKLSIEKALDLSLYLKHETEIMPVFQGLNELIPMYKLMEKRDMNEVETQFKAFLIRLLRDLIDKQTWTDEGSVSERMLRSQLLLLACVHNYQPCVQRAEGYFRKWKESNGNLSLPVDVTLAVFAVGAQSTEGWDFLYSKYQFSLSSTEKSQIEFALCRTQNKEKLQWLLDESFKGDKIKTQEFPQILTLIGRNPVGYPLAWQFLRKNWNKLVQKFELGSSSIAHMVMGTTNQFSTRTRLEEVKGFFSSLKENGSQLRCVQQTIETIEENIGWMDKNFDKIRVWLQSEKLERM
# RAD54 inh: RAD54 (human) branch migration inhibition. Q92698. RAD54 Holliday junction branch migration, FAM/BHQ fluorescence. inhibition, % at 10.4 µM. actives 0.14% (n = 360,000);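 active = mean normalized replicate activity at least 40 and at least half of replicates scoring 40 or more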;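 also: 0% = median of neutral control wells and 100% = median of positive control wells; inhibitors cause a drop in the FAM fluorescence signal; in these data hits start at about 50%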
# RAD52 anneal inh: inhibitors of human RAD52 DNA annealing; P43351; recombinant RAD52 DNA annealing, FRET fluorescence; inhibition, % at 18.7 µM; actives 0.46% (n = 360,000);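 active = every replicate showing at least 50% inhibition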
# CFTR F508del cor: correctors of CFTR F508del function in bronchial epithelial cells | CFBE cells, YFP halide quenching; stimulated with forskolin plus potentiator P3; % fluorescence drop versus neutral controls | activity (quench increase), % at 7.58 µM | actives 0.36% (n = 350,000);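 active = mean added fluorescence quench of at least 8% versus neutral control, with both replicates also reaching 8%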;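 also: cells transiently co-express mutant CFTR-F508del with the halide-sensitive YFP; corrector assay measuring rescue of mutant channel to the surface after 24 h compound exposure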
# ARNT-TACC3 inh: disruptors of human ARNT/TACC3 interaction; Q9Y6A5; AlphaScreen His-ARNT PAS-B/GST-TACC3 binding, luminescence; TACC3 fragment carries E629A point mutation; inhibition, % at 9.99 µM; actives 0.66% (n = 390,000); AID 623870;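 active = mean inhibition of replicates at least 50% and at least half of replicates each reaching 50%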;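 also: 0% = complete ARNT plus TACC3 wells and 100% = ARNT alone without TACC3; many hits fall short of the cut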
# XiGFP reactiv: X-chromosome reactivation activator | XiGFP mouse fibroblasts, % GFP-positive cells imaging, 3 d; cells co-treated with 5-aza-dC sensitizer; scaled so ellipticine positive control = 100% | activation, % at 7.58 µM | actives 0.055% (n = 360,000) | AID 743238;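 active = mean normalized replicate activation at least 10% and every replicate at or above 10%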;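 also: 0% = median of on-plate neutral control wells and 100% = ellipticine 6 µM median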
#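 System: XiGFP fibroblasts, SV40-immortalized. Medium: DMEM plus 5-aza-dC sensitizer. Doses: single point. Timing: 3 d treatment, 15 min room-temperature fixation. Control set: ellipticine 6 µM.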
# The depositor's hits bear a star; . = no result given.
Structure	INS-1E GSIS act	esBAF inh	ERAP1 HTS inh	RAD54 inh	RAD52 anneal inh	CFTR F508del cor	ARNT-TACC3 inh	XiGFP reactiv
COc1ccc(F)cc1CN1CCN(C(=O)CCC(=O)Nc2nnc(CC(C)C)s2)CC1	-9	1	-1	-6	-24	-0.9	1	0.1
O=C(Nc1ccccc1)N1C[C@H]2[C@@H](c3ccccc31)[C@@H](CO)N2C(=O)c1ccccn1	9	12	4	8	6	0.8	13	0.0
Cc1ccc(N(CC(=O)N2CCCCCC2)S(=O)(=O)c2ccccc2)cc1	11	-1	-2	6	6	-1.8	-3	0.0
C[C@@H]1CN([C@H](C)CO)C(=O)c2cccc(NS(C)(=O)=O)c2O[C@@H]1CN(C)Cc1ccc(Cl)c(Cl)c1	-10	3	-2	-4	-3	-0.5	7	0.0
CCN(CC)S(=O)(=O)c1cc(C(=O)Nc2ccccn2)ccc1C	8	15	.	-1	.	.	-1	.
COc1ccccc1N1CCN(CCCCNC(=O)c2ccc3ccccc3c2)CC1	.	-2	-4	10	-5	-15	1	-0.2
COc1cccc(CN(C(=O)CN2C(=O)c3ccccc3S2(=O)=O)C(C(=O)NCC2CCCO2)c2ccco2)c1 (configuration not stated)	-6	-6	-3	-7	0	1.5	-4	0.2
COc1cccc(C(=O)NNC(=O)c2ccc3ccccc3c2)c1	.	-2	1	12	11	-4.1	-4	0.1
CC1CCCC(NC(=O)c2cc(S(=O)(=O)N3CCCCC3)ccc2Cl)C1C (configuration not stated)	.	-3	-1	-10	-14	1.1	-3	-0.1
Cc1ccc2cccc(N)c2n1	-4	6	8	-3	-6	-1.9	2	0.2
C[C@@H]1CN([C@@H](C)CO)C(=O)c2cc(C#CCN(C)C)cnc2O[C@@H]1CN(C)C(=O)Nc1cc(F)ccc1F	3	-9	9	-10	-21	-1.2	-1	0.9
O=C(O)C1CCC(CNCc2ccncc2)CC1 (configuration not stated)	2	-6	2	-1	-9	.	-16	0.3
CCOc1cc(/C=C/C(=O)NCCc2ccc(S(N)(=O)=O)cc2)ccc1OCC(C)C	10	-7	3	.	-11	2.8	-10	0.0
C[C@H]1CN([C@@H](C)CO)C(=O)c2cc(C#CC3CCCC3)cnc2O[C@@H]1CN(C)S(C)(=O)=O	5	-1	1	6	0	1.3	-7	-0.1
Cc1cc(=O)oc2ccc(OCc3ccccc3)cc12	-7	-3	-3	-1	-4	-2.2	.	0.2
O=c1oc(C2(O)CCCCC2)cc2ccccc12	.	1	-2	-4	-13	1.9	2	0.0
COc1ccc(/C=N/Nc2cc(C)nc(N3CCOCC3)n2)cc1OC	5	.	.	5	-6	-0.8	.	0.0
CCCC1NC(=O)c2cccnc2-n2c1nc1ccc(Cl)cc1c2=O (configuration not stated)	3	1	-1	-3	-12	4.1	.	0.3
COCCCNC(=O)Cc1ccc(S(=O)(=O)N2CCOCC2)s1	-1	1	2	-10	-10	0.3	.	0.1
O=C(Cc1ccc(S(=O)(=O)N2CCOCC2)s1)Nc1ccccc1Br	-9	9	-2	0	-21	-2.2	-4	-0.2
CCn1c(SCC(=O)NC2CCCC2)nc2c(c1=O)SCC2	9	-8	-6	13	-7	-0.8	.	-0.2
COc1ccc(S(=O)(=O)NC(C)C(=O)NCc2ccccn2)cc1Cl (configuration not stated)	-5	-11	-1	9	-4	3.0	0	0.1
CC(=O)N1CCN(c2ccc(S(=O)(=O)N3CCCCC3)cc2[N+](=O)[O-])CC1	-9	1	2	-9	-12	5.3	-3	0.0
C[C@H]1CN([C@@H](C)CO)C(=O)CCCn2cc(nn2)CO[C@H]1CN(C)Cc1ccncc1	2	-1	-2	-10	10	-1.8	-1	0.0
CC(=O)c1sc(NC(=O)C2=NN(c3ccccc3)C(=O)CC2)nc1C	20	.	4	.	0	0.9	6	0.0
CCOC(=O)C1(Cc2ccc(OC)cc2)CCN(C(=O)CCc2cccnc2)CC1	-14	.	1	.	-4	1.2	.	0.0
Cc1cc(NC(=O)CSCC(=O)OC(C)C(=O)c2cc(C)c(C)cc2C)no1 (configuration not stated)	-12	-7	2	-9	2	2.6	-2	0.1
CC1(C(=O)NS(=O)(=O)c2ccc(F)cc2F)CCN1C(=O)C1(c2ccc(Cl)cc2)CCC1 (configuration not stated)	17	8	-7	-7	-21	-1.0	.	0.0
Nc1cc(=O)[nH]c(=O)n1CC1CC1	13	-4	.	-6	.	-0.2	25	0.0
COC(=O)c1sc2nc(C)cc(C)c2c1N	10	21	0	12	-9	-0.9	.	0.1
CC(C)c1nc(-c2ccc([N+](=O)[O-])cc2)cs1	-7	55*	.	-3	.	.	-5	-0.1
COCC(=O)N(C)C[C@H]1Oc2ncc(C#Cc3ccccc3)cc2C(=O)N([C@@H](C)CO)C[C@@H]1C	2	-3	1	-4	-3	0.3	-17	-0.1
COC(=O)C(N)Cc1ccc(OC)c([N+](=O)[O-])c1 (configuration not stated)	.	.	-1	.	-5	0.8	-5	0.1
O=C(NCCCN1CCCC1)c1ccc2c(c1)N(Cc1ccccc1F)C(=O)c1ccccc1S2(=O)=O	20	-4	-1	7	32	0.5	2	0.1
CC(C)(C)c1cc2nc(N)nc(N)n2n1	.	-7	-1	-6	-7	-0.2	-4	0.0
Cc1ccccc1S(=O)(=O)N1CC[C@@H]2[C@H]1c1cc(-c3cccc(F)c3)ccc1N(C)[C@H]2CO	12	8	.	10	.	1.2	8	0.1
COc1ccccc1NC(=O)C(=O)NCc1ccccc1Cl	9	0	-4	0	-5	.	-4	-0.2
C#CCOCCOCCOCCNc1nc(N2CCN(C(=O)[C@H](CC(N)=O)n3cc(C(N)[C@@H](C)CC)nn3)CC2)nc(N2CCN(C(=O)[C@H](CCC(=O)O)n3cc([C@@H](N)CCCCN)nn3)CC2)n1 (some centres not stated)	19	-4	-9	0	-20	1.5	11	0.1
CC(=O)N1CCN=C1SCc1ccccc1	3	0	-1	7	-14	-3.4	.	0.3
CCOc1ccccc1NC(=O)C1CCCCN1S(=O)(=O)c1ccccc1 (configuration not stated)	4	-2	-2	-4	-3	-0.8	-2	0.1
CC(C)c1ccc(NC(=O)c2n[nH]c(=O)c3ccccc23)cc1	2	60*	-1	.	11	-2.1	4	0.0
COc1ccc2c(c1)C(=O)N1[C@H]3c4cc(Cl)ccc4OC[C@@H]3[C@H](c3ccccc3)[C@]1(C)C(=O)N2	-17	9	.	0	.	-1.8	8	0.1
CC(=O)N(C)C[C@@H]1Oc2ncc(C#Cc3ccc(F)cc3)cc2C(=O)N([C@@H](C)CO)C[C@@H]1C	12	-1	-2	0	3	2.5	2	-0.7
C[C@@H]1CN([C@H](C)CO)C(=O)c2cc(NC(=O)CCCN(C)C)ccc2O[C@@H](C)CCCCO[C@H]1CN(C)Cc1ccccc1	14	1	-4	-1	2	0.5	-7	-0.2
Cn1c(=O)n(C)c2cc([N+](=O)[O-])c(N3CCN(C(=O)c4cccc(F)c4)CC3)cc21	-4	.	-3	.	0	5.2	-6	-0.1
CCN(C(=O)COC(=O)CCc1ccccc1)c1ccccc1	-6	5	-5	-1	-13	-0.3	0	0.1
CCc1nnc2cccc(Cl)n12	-2	.	-1	.	-5	-2.9	-8	0.2
Cn1c(SCc2cccnc2)nnc1-c1c[nH]c2ccccc12	0	12	5	-9	6	2.9	3	0.0
C[C@@H]1CN([C@H](C)CO)C(=O)c2cc(C#CC3CC3)cnc2O[C@@H]1CN(C)C(=O)CC1CC1	11	2	-1	8	5	0.1	26	-1.0
CC(C)NC(=O)N1[C@@H]2CN(C(=O)C3CCCCC3)c3ccccc3[C@@H]2[C@@H]1CO	-1	4	.	-3	.	-1.4	-2	0.0
COc1ccccc1CNC(=O)C[C@H]1C[C@H]2c3cc(NC(=O)CC4CC4)ccc3O[C@H]2[C@@H](CO)O1	-1	-2	.	10	.	-0.4	2	0.0
C[C@H](CO)N1C[C@H](C)[C@H](CN(C)CC2CC2)Oc2c(NC(=O)NC3CCCCC3)cccc2C1=O	9	0	-14	-3	1	-3.2	1	-0.3
Cc1ccc(C(=O)OCCn2cc(C#N)c(=O)[nH]c2=O)cc1	-51	.	7	.	3	.	.	0.0
CCN1C(=O)[C@H]2[C@@H](c3ccc(-c4ccc(OC)cc4)c(OC)c3)N[C@@](Cc3ccccc3)(C(=O)OC)[C@H]2C1=O	9	25	-2	1	-4	-0.9	2	0.0
Cc1noc(C)c1NC(=O)N(C)C[C@@H]1Oc2ccc(NC(=O)CCN3CCOCC3)cc2C(=O)N([C@H](C)CO)C[C@H]1C	5	-2	1	3	6	-1.5	-1	0.2
CCS(=O)(=O)Nc1ccc2c(c1)C(=O)N(C)C[C@H](OC)[C@H](C)CN(CC1CCCC1)[C@H](C)CO2	13	-8	.	6	.	0.4	-16	0.2
Cc1cc(-c2n[nH]c(=S)n2/N=C/c2ccc(Cl)c([N+](=O)[O-])c2)n[nH]1	59	7	.	.	.	.	7	0.0
NC(=O)CC(NC(=O)c1ccccc1)c1ccc(NCc2ccc(F)c(F)c2)c([N+](=O)[O-])c1 (configuration not stated)	.	-3	3	0	1	2.5	4	0.0
CCOC(=O)CN1C(=O)N[C@@H](c2cccc(C(F)(F)F)c2)[C@@H](C(=O)OC)[C@H]1C	3	0	0	-17	-16	-4.2	.	0.3
C[C@H]1CCCCO[C@H](CN(C)C)[C@@H](C)CN([C@@H](C)CO)C(=O)c2cc(NC(=O)c3ccccc3)ccc2O1	3	-12	3	4	2	0.4	3	-0.9

# As entered above:
# Value for `C[C@@H]1CN([C@H](C)CO)C(=O)c2cc(NC(=O)CCCN(C)C)ccc2O[C@@H](C)CCCCO[C@H]1CN(C)Cc1ccccc1` under esBAF inh: 1
# Value for `CCS(=O)(=O)Nc1ccc2c(c1)C(=O)N(C)C[C@H](OC)[C@H](C)CN(CC1CCCC1)[C@H](C)CO2` under XiGFP reactiv: 0.2
# Value for `COCC(=O)N(C)C[C@H]1Oc2ncc(C#Cc3ccccc3)cc2C(=O)N([C@@H](C)CO)C[C@@H]1C` under INS-1E GSIS act: 2

# Following part:
Structure	INS-1E GSIS act	esBAF inh	ERAP1 HTS inh	RAD54 inh	RAD52 anneal inh	CFTR F508del cor	ARNT-TACC3 inh	XiGFP reactiv
COc1ccc(CCN(C)C(=O)c2cc(S(=O)(=O)N3CCCCCC3)ccc2OC)cc1OC	36	-1	2	5	6	7.0	-4	-0.1
CCOC(=O)C1CCCN(C(=O)c2cc(Cl)ccc2Cl)C1 (configuration not stated)	48	1	.	-3	.	.	-11	.
COc1cccc(C(=O)Nc2ccc3c(c2)C(=O)N(C)[C@@H]2CC[C@H](CC(=O)N[C@H](C)c4ccccc4)O[C@@H]2CO3)c1	-6	-2	-2	-1	10	-3.6	15	0.0
C[C@@H]1CCCCO[C@@H](CN(C)S(=O)(=O)c2ccc(F)cc2)[C@H](C)CN([C@H](C)CO)C(=O)c2cc(NS(=O)(=O)c3cccs3)ccc2O1	-8	-1	2	0	-38	-3.1	20	0.1
C[C@H](CO)N1C[C@H](C)[C@@H](CN(C)C(=O)NC2CCCCC2)OCCCC[C@H](C)Oc2ccc(NS(=O)(=O)c3cccs3)cc2C1=O	5	-1	-2	-10	-45	2.3	-5	-0.7
CCOC(=O)Cc1c(C)nc2c(-c3ccccc3)c(-c3ccccc3)[nH]n2c1=O	0	-6	-9	.	-25	-3.2	0	.

# Compounds were not picked by outcome; 3.3% or so of the library scored in one or more.
